Screens as filed in PubChem.
Pf apPOL inh: Pf-apPOL DNA polymerase inhibition. inhibition, % at 10 µM. Recombinant Pf-apPOL, molecular beacon fluorescence, 1.5 h. AID 1794808. 0.25% of 210,000 active
mHTT-CaM PPI inh: disrupts binding of mutant huntingtin to calmodulin | AlphaScreen His-mHTT/GST-CaM binding, luminescence | inhibition, % at 15 µM | 3.6% of 190,000 active;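 note: 0% = both proteins with DMSO and 100% = one protein alone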
An asterisk follows results filed as active; · = not tested or not shown; & = joins results of further samples. Cut-off read from the data, not from the text of the source: active = inhibition above about 50%; inactive = the rest. The list is partial; count on the stated rates, not on these rows.

SMILES | Pf apPOL inh | mHTT-CaM PPI inh
Cc1cc(F)ccc1NC(=O)Cc1nnc(-c2ccc3ncccc3c2)o1 | -3 | 2
COc1cc(OC)c(OC)cc1/C=C1/N=C(c2cccc([N+](=O)[O-])c2)OC1=O | 0 | 1
Cc1nc(-c2ccncc2)nc2c1CCC(=O)N2Cc1ccncc1 | 14 | 6
CC(C)c1ccc(NC(=O)Cc2cn(C)c3ccccc23)cc1 | -10 | 4
O=c1c2c(-c3ccc([N+](=O)[O-])cc3)csc2nc2n1CCC2 | -4 | 12
O=C(Nc1nnc2ccccn12)c1ccc(F)cc1F | -6 | 25
COc1ccc(NC(=O)CCS(=O)(=O)c2ccc(F)cc2)c([N+](=O)[O-])c1 | 3 | 1
COC(=O)c1c(C)oc(C)c1S(=O)(=O)NC(C)(C)C | 6&-3 | ·
COc1ccc(C2CC(=O)C=C(Nc3ccc(Br)cc3)C2)cc1 (centres undefined) | -2 | -2
O=C(CN1CCOCC1)N1N=C(c2cccs2)CC1c1cccs1 (centres undefined) | -2 | 10
COc1cc2c(cc1NC(=O)c1ccc(I)cc1)oc1ccccc12 | -2 | 31
Cc1cc(C(=O)NCCc2ccccc2)nc2cc(C(C)(C)C)nn12 | -7 | -99
Cc1ccc(N2CCN(Cc3cc(=O)[nH]c(C(C)C)n3)CC2)cc1 | 0 | 4
N#Cc1c(NC(=O)c2cc3cc([N+](=O)[O-])ccc3s2)sc2c1CCC2 | -5 | -5
COc1ccc(C2(C(=O)Nc3ccc(C)cc3)CCCC2)cc1OC | 1 | -2
CSc1nc(N)c2ccccc2n1 | 0 | ·
CCC(CC)NC(=O)COc1ccc(Cl)cc1 | -4 | -7
N#C/C(=C\c1ccc(-c2cc([N+](=O)[O-])ccc2O)o1)c1nc2ccccc2[nH]1 | 4&0 | 30&39
CCn1c(=O)c(-c2ccc(C(=O)Nc3ccc(F)cc3)cc2)nc2cccnc21 | -1 | -5
COCCNC(=O)c1cn2ccccc2n1 | 6 | -6
COc1cc(NC(=O)c2ccccc2F)nc(OC)n1 | 1&-2 | -4&-6
O=C(NCc1ccccc1)C1CC(=O)N(c2ccc3c(c2)CCN3C(=O)C2CCC2)C1 (centres undefined) | 1 | 5
COc1cc2c(cc1S(N)(=O)=O)S(=O)(=O)NCN2 | -1 | -3
CCN1CCN(CC(=O)Nc2ccc(C(C)=O)cc2)C(=O)C1=O | 2 | -8
O=C(NCC1CCN(C(=O)Nc2ccc(F)cc2)CC1)Nc1cccs1 | -7 | 7

(cont.)
SMILES | Pf apPOL inh | mHTT-CaM PPI inh
Cc1ccc(N2C(=O)CSC2c2ccccc2)cc1 (centres undefined) | -4 | 1
CCC1(C)Cc2ccccc2-c2nc3n(c(=O)c21)CC(O)CS3 (centres undefined) | -1 | 19
COc1ccc(C(CC(=O)O)c2ccccc2)cc1 (centres undefined) | -4 | -1
Cc1c(Cl)cccc1NC(=O)c1cc(S(=O)(=O)N2CCCCCC2)ccc1F | -2 | 1
O=C(CN1C(=O)c2ccccc2S1(=O)=O)Nc1ccc(OC(F)(F)F)cc1 | 1 | -8
Cc1ccc([C@H]2C[C@@H](O)[C@H](n3cc(C4CC4)nn3)CN2CC2CCCCC2)cc1 | -6 | 2
CCOc1ccc(N2C(=O)/C(=C\c3cccs3)S(=O)(=O)C2c2cccc([N+](=O)[O-])c2)cc1 (centres undefined) | -5 | 31
CC(=O)N1CCN(c2nc3c(s2)CC(C(=O)NCc2ccccc2F)CC3)CC1 (centres undefined) | -6 | 16
Cc1ccc(NS(=O)(=O)c2ccc(S(N)(=O)=O)cc2)cc1C | -10 | 2
Cc1ccc(S(=O)(=O)N2CCC(CN3CCCC(C)C3)CC2)cc1F (centres undefined) | -3 | -3
CCC(=O)Nc1ccc(NC(=O)c2cc3ccccc3o2)c(OC)c1 | -4 | -2
CCn1c(N2CCC(C(=O)Nc3ccc(OC)c(OC)c3)CC2)cc(=O)n(C)c1=O | -1 | 62*
OC(c1ccc(Br)cc1)C1CC1 (centres undefined) | -6 | ·
C=CCNC(=O)CN(c1ccc(C(C)C)cc1)S(=O)(=O)c1ccccc1 | -1 | -2
O=C(CSc1nc2[nH]ncc2c(=O)n1-c1cccc(C(F)(F)F)c1)NCc1cccs1 | 4 | 1
COc1ccc(CN(CCC2(c3ccccc3)CCOC(C)(C)C2)C(C)=O)cc1OC (centres undefined) | 1 | 68*
CN1CCCN(C(=O)C2CCCN(c3cnn(C)c(=O)c3)C2)CC1 (centres undefined) | -6 | -5
COc1ccc(C2=N/C(=C/c3ccc(Cl)c(Cl)c3)C(=O)O2)cc1 | -2 | 5
C=CCOc1ccccc1C1CC(=O)Nc2n[nH]c(C)c21 (centres undefined) | -4 | -7
O=C1OC(/C=C/c2cccc(Cl)c2Cl)=NC/1=C\c1cccc([N+](=O)[O-])c1 | 7 | 1
Cc1cc(C)nc(SCC(=O)Nc2cccc(C(F)(F)F)c2)n1 | 0 | 5
O=C(NC1CCCCC1)c1cc2n(n1)CCCC2 | -1 | -4
CCc1ccc(CNC(=O)c2ccc(-c3nc4cccnc4n(C)c3=O)cc2)cc1 | -2 | -4
CC(=O)NC1(C(F)(F)F)N=C2SCCN2C1=O (centres undefined) | 2 | 0
COc1cccc(N2C(=O)CC(N3CCN(c4ccc(Cl)cc4)CC3)C2=O)c1 (centres undefined) | -2 | -2

Compound profiles (already shown). Screens in order: Pf apPOL inh, mHTT-CaM PPI inh
`CCOc1ccc(N2C(=O)/C(=C\c3cccs3)S(=O)(=O)C2c2cccc([N+](=O)[O-])c2)cc1` (centres undefined) as listed: -5, 31
`OC(c1ccc(Br)cc1)C1CC1` (centres undefined) as listed: -6, ·

New compounds follow.
SMILES | Pf apPOL inh | mHTT-CaM PPI inh
O=C(Nc1cc(Cl)cc(Cl)c1)c1ccc(F)c(S(=O)(=O)NCc2ccco2)c1 | -19 | 28
O=C(Nc1ccccc1CO)c1ccc(Cl)c(Cl)c1 | -5 | -8
CCCC(O)=C1C(=O)CC(C)(C)CC1=Nc1nc2ccccc2[nH]1 | -5 | -3
O=C(NC1CCCCC1)c1nc2nc(-c3ccccc3)cc(C(F)(F)F)n2n1 | 3 | 5
O=C(c1ccc2snnc2c1)N1CCCC1 | -10 | -1
O=C(NCc1ccccc1F)c1cc2n(n1)CCCN(Cc1cccc(F)c1)C2=O | 1 | -8
COc1ccc(N2CCN(C(=O)c3cn4c(n3)CN(CC(C)C)CC4)CC2)cc1 | 2 | 36
Cn1nc(-c2nc(-c3ccccc3)no2)c2c1CCN(C(=O)c1cccc(F)c1)C2 | -5 | 12
CN(C)c1cccc(C(=O)NCC2CCN(C(=O)Oc3ccccc3)CC2)c1 | -7 | 20
COc1ccccc1NC(=O)c1ccc(CSc2nc(C)cc(=O)[nH]2)cc1 | 0 | -2
COc1ccc(-c2c(C#N)c(N)nc(OC)c2C#N)c(OC)c1 | 3 | 34
Cc1ccc(NC(=O)c2ccc(Cl)cc2)cc1F | -2 | -9
CCC(C)NC(=O)c1oc2ccc(S(=O)(=O)N3CCCC3)cc2c1C (centres undefined) | -6 | 7
O=C(O)C1CC=CCC1C(=O)Nc1ccc(F)c(F)c1 (centres undefined) | -2 | -1
O=C(NCc1ccc(F)cc1)C1CCN(c2ccc(N3CCCCC3)nn2)CC1 | -8 | 4
Cc1cccc(-c2nc(CN3CCN(C(=O)C4CC4)CC3)no2)c1 | 0 | 4
COc1ccc(C=C2SC(=S)N(C(C(=O)O)C(C)C)C2=O)cc1 (centres undefined) | -55 | 3
O=C(NCCc1csc(C2CCN(C(=O)Nc3ccccc3)CC2)n1)C1CC1 | 4 | 10
O=C(CN1CCCCC1c1nc(-c2cccs2)no1)NCc1ccc(F)cc1 (centres undefined) | -5 | 27
N#Cc1c2c(c(NCc3ccco3)n3c1nc1ccccc13)CCC2 | -7 | 25
Cc1ccc(NC(=O)C2CCCN(c3nc4c(s3)c(C)nn4-c3ccccc3)C2)c(C)c1 (centres undefined) | -2 | 12
CNC(=O)c1c(NC(=O)c2cccs2)sc2c1CCCC2 | -6 | -3&-7
Cn1nc(CC(=O)Nc2ccc(Cl)cc2)c2ccccc2c1=O | -1 | 11
CCn1c(-c2cc(NC(=O)c3ccncc3)n[nH]2)cc2ccccc21 | -1 | -5
CN(C)CCCN1C(=O)C(O)=C(C(=O)c2ccco2)C1c1cccc([N+](=O)[O-])c1 (centres undefined) | -2 | 2

Additional compounds follow.
SMILES | Pf apPOL inh | mHTT-CaM PPI inh
CCC(=O)N1CCc2cc(S(=O)(=O)CCC(=O)Nc3cc(F)ccc3F)ccc21 | -4 | -3
CCOc1ccccc1NC(=O)C(=O)NCc1ccccc1C | 11 | -8
COc1ccc(C(=O)C=Cc2cc(Br)cc3c2OCOC3)cc1 | -5 | 3
O=[N+]([O-])c1cccc(-c2ccn[nH]2)c1 | -6 | ·
Cc1nn(C)c(C)c1CCC(=O)N1CCCC(c2n[nH]c(C3CC3)n2)C1 (centres undefined) | -1 | -4
Cc1csc2nc(CSc3nc4ccc([N+](=O)[O-])cc4[nH]3)c(Br)n12 | 2 | 7
Cc1ccc(NC(=O)CCS(=O)(=O)c2ccc(Br)s2)c(Br)c1 | -4 | -2
CCC(CC)NC(=O)c1ccc(OC)c(OC)c1 | 2 | -1
CCC(=O)N1CCc2ccccc2C1C(=O)NCc1ccc(F)cc1Cl (centres undefined) | 1 | 11
COc1ccc(Cc2nnc(NC(=O)CN3C(=O)c4ccccc4C3=O)s2)cc1 | 5 | 12
COc1cccc(C2NC(=O)c3c(sc4c3CCCC4)N2)c1 (centres undefined) | -3 | 10
COCCNC(=O)c1ccc(-c2ccc(N3CCSCC3)nc2)cc1 | -4 | 4
O=C(Cc1cccs1)Nc1nnc(C2CC(=O)N(c3ccccc3)C2)o1 (centres undefined) | 12 | 60*
O=C(Cn1cc2c(n1)CCCCC2)Nc1ccc(F)cc1 | -4 | -5
Cc1[nH]c2ccccc2c1C(=O)C(=O)NC1CCCCCC1 | -4 | 0
COc1ccc(-c2cn3ccn(-c4ccc(C)c(Cl)c4)c(=O)c3n2)cc1 | 0 | -3
O=S(=O)(c1ccccc1)N(O)Cc1ccccc1 | -2 | -5
COc1ccc(CCNc2ccc(C)cc2)cc1 | -4 | 71*
N#CC(=Cc1ccc2c(c1)OCO2)C(N)=O | -7&-8 | ·
COC(=O)c1ccc(CN2CC(c3nc(-c4cccc(C(F)(F)F)c4)no3)C2)o1 | -3 | 19
O=C(NCC1(c2ccc(F)cc2)CC1)C1CCC1 | -11 | -17
FC(F)(F)c1nnc2n1N=C(c1ccc(Cl)cc1Cl)CS2 | -4 | -1
Cc1ccc(C(=O)Nc2cc(=O)[nH]c(=O)[nH]2)cc1[N+](=O)[O-] | -3 | 5
CC(=O)Nc1ccc(SC[C@H](CC(C)C)N2CCN(C)CCC2=O)cc1 | -3 | 0
O=C1CSC(c2cccc([N+](=O)[O-])c2)N1c1ccc(F)cc1Cl (centres undefined) | 3 | 8

Looked up above:
mHTT-CaM PPI inh with O=C1CSC(c2cccc([N+](=O)[O-])c2)N1c1ccc(F)cc1Cl (centres undefined) reads 8
Pf apPOL inh with O=S(=O)(c1ccccc1)N(O)Cc1ccccc1 reads -2
mHTT-CaM PPI inh with CCC(=O)N1CCc2ccccc2C1C(=O)NCc1ccc(F)cc1Cl (centres undefined) reads 11
mHTT-CaM PPI inh with O=C(NCC1(c2ccc(F)cc2)CC1)C1CCC1 reads -17
mHTT-CaM PPI inh with Cc1csc2nc(CSc3nc4ccc([N+](=O)[O-])cc4[nH]3)c(Br)n12 reads 7

Continued.
SMILES | Pf apPOL inh | mHTT-CaM PPI inh
COc1cccc(C(=O)N2CCN(c3nc(CN4CCOCC4)cs3)CC2)c1 | -4 | 11
O=C(Cc1ccc([N+](=O)[O-])cc1)Nc1ccc(Nc2ccccc2)cc1 | -6 | 31
COc1ccc(C2=NOC(C(=O)Nc3cccc(C(F)(F)F)c3)C2)cc1 (centres undefined) | 14 | -23
COc1ccc(CN2CN(C3CCCC3)CSC2=S)cc1 | 4 | -1
Cc1ccc(-c2nc(C)c3c(n2)N(Cc2ccco2)C(=O)CC3)cc1 | -4 | 2
Cc1ccc2c(c1C)NC(=O)CC(c1ccccc1O)=N2 | -4 | ·
CC(C)C(=O)NCCc1csc(C2CCN(C(=O)c3cc(F)ccc3F)CC2)n1 | -3 | 4
CCCc1nc(C)c2c(n1)N(Cc1ccncc1)C(=O)CC2 | -1 | -6
COc1nn(C)cc1C(=O)NCC(=O)NCC(F)(F)F | -6 | -10
O=C(NCCN1CCOCC1)c1ccccc1NC(=O)C(c1ccccc1)c1ccccc1 | -4 | 7
CCN(CC)c1ccc(/C=C2/SC(N3CCOCC3)=NC2=O)cc1 | 0 | 27
Cn1cc(NC(=O)OC(C)(C)C)cc1C(=O)O | 15 | ·
O=C(Cc1csc(NC(=O)C2CCCC2)n1)NC1CCN(Cc2ccccc2)CC1 | -2 | -2
COc1ccc(C(=O)Nc2nnc(CCC(=O)c3ccccc3)s2)cc1OC | -28 | 12
CC1CCC2(CC1)OCC(C(=O)N1CCCC1)N2C(=O)c1ccccc1F (centres undefined) | -2 | 2
CC(C)c1ccc(NC(=S)NNC(=O)NC(=O)c2csc([N+](=O)[O-])c2)cc1 | -38 | ·
COc1cccc(CCC(=O)N2CCc3c(c(-c4nc(C)no4)nn3C)C2)c1 | 2 | 6
Cc1ccc(-c2nc3ncccn3c2Nc2ccccc2C)o1 | -4 | 12
Fc1ccc(C2Cn3nc(-c4nc(-c5ccc(F)c(F)c5)no4)cc3CO2)cc1 (centres undefined) | -6 | 7
N#CC1=C(N)C(C#N)(C#N)C(c2cccc([N+](=O)[O-])c2)C2CCCC=C12 (centres undefined) | 7 | 53*

4 entries drawn at random from those above:
SMILES | Pf apPOL inh | mHTT-CaM PPI inh
Cc1ccc2c(c1C)NC(=O)CC(c1ccccc1O)=N2 | -4 | ·
Fc1ccc(C2Cn3nc(-c4nc(-c5ccc(F)c(F)c5)no4)cc3CO2)cc1 (centres undefined) | -6 | 7
O=C(NCCN1CCOCC1)c1ccccc1NC(=O)C(c1ccccc1)c1ccccc1 | -4 | 7
CC1CCC2(CC1)OCC(C(=O)N1CCCC1)N2C(=O)c1ccccc1F (centres undefined) | -2 | 2
